From PubChem
C2C12 statin = protects C2C12 myotubes from simvastatin toxicity; actives 0.78% (n = 330,000); rescue of ATP level, % at 7.49 µM; AID 602340; ATP luminescence, 48 h; scaled: DMSO 0, geranylgeraniol control 100;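 active means mean ATP rescue above about 67%, or every replicate alone reaching that limit, limit read from the data, passing the limit was not always enough; inconclusive means no clear call, values can overlap the other calls; inactive means mean under the limit and some replicate under it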;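 further: myotubes were challenged with 10 µM simvastatin during compound exposure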
DENV2 CPE rescue = DENV2-induced cell death inhibition | CPE inhibition, % at 9.99 µM | actives 1.7% (n = 350,000) | DENV2-infected cells, cytopathic effect rescue, plate reader; in the data active means CPE inhibition above about 20%, passing the limit was not always enough; inconclusive means no clear call, values can overlap the other calls; tested in BHK-21 cells;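 further: 0% = median of neutral control wells and 100% = median of positive control wells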
PglD DTNB = PglD (C. jejuni) enzyme inhibition; inhibition, % at 12.5 µM; AID 602405; actives 0.098% (n = 360,000); purified PglD enzyme, DTNB colorimetric CoA detection; in the data active means inhibition above about 16%, passing the limit was not always enough; inconclusive means no clear call, values can overlap the other calls; further: strong numbers were not always called active
ERp5 inh = inhibitors of human ERp5 | ERp5 insulin aggregation, absorbance 650 nm, 90 min | AID 651711 | inhibition, % at 9.99 µM | actives 0.05% (n = 350,000) | Q15084;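 active means mean replicate inhibition above about 25%, with every replicate also reaching it, limit read from the data, passing the limit was not always enough; inconclusive means only one of those two criteria met; inactive means neither criterion met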
Target sequence (Q15084 whole entry, looked up): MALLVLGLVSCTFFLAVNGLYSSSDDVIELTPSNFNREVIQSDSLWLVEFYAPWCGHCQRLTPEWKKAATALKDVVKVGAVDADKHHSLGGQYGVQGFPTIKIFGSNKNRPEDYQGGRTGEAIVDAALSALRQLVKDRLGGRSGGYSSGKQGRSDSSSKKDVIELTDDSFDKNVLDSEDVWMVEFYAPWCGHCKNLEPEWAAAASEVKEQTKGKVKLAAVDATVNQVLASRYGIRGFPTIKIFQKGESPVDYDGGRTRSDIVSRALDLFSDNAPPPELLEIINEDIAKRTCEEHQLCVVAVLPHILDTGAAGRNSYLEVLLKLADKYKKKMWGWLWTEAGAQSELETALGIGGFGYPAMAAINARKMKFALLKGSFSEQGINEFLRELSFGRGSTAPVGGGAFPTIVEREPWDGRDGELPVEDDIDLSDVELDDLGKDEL
S100A4 MyoIIA = S100A4-myosin IIA interaction inhibition; actives 0.14% (n = 360,000); AID 652163; inhibition, % at 10.7 µM; S100A4/TAMRA-MyoIIA peptide fluorescence polarization;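 active means mean inhibition of at least 70% across replicates, with every replicate also reaching that level; inconclusive means mean inhibition reaches 70% but some replicates fall short; inactive means mean inhibition below 70%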
Target sequence (P26447 whole entry, looked up): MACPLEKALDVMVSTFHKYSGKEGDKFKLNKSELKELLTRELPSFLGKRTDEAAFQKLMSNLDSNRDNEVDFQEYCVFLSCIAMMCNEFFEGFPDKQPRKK
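Assay system: human S100A4 monomer with TAMRA-labelled myosin IIA peptide / Buffer or medium: Calcium-containing HEPES buffer, pH 7.2 / Reagent: TAMRA-labelled myosin IIA heavy-chain peptide probe, 5 nM / Compound: one dose per compound / Timing: polarization read 5 min after assay mix addition, stable 5–60 min / Benchmarks: neutral control DMSO, positive control TFP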
E-selectin induc = E-selectin induction on HUVECs; P16581; HUVEC E-selectin immunofluorescence imaging; normalized: neutral wells 0, TNF-alpha wells 100; activation, % at 7.58 µM; actives 0.37% (n = 260,000); AID 686992;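 active means mean E-selectin-positive cell signal at least 10% of the positive control, reached in at least 60% of replicates, without over 20% cell loss; inconclusive means no rule given, readout overlaps actives, possibly toxicity-flagged; inactive means the rest, including those meeting only one limit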;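 further: in these data hits start at about 27%; measured in HUVEC primary endothelial cells; signal is the percent of cells scored E-selectin positive by PE staining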
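Test system: HUVEC; input: 3,000 HUVEC/well; measured by: immunofluorescence imaging; read-out: % PE-positive cells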
SIRT5 inh = blocks human SIRT5 desuccinylation of peptide. Q9NXA8. Purified SirT5, succinyl-peptide AMC, trypsin-coupled fluorescence. inhibition, % at 15 µM. actives 1.1% (n = 330,000). AID 652115; in the data active means inhibition above about 15%; inconclusive means no clear call, values can overlap the other calls
Target sequence (Q9NXA8 whole entry, looked up): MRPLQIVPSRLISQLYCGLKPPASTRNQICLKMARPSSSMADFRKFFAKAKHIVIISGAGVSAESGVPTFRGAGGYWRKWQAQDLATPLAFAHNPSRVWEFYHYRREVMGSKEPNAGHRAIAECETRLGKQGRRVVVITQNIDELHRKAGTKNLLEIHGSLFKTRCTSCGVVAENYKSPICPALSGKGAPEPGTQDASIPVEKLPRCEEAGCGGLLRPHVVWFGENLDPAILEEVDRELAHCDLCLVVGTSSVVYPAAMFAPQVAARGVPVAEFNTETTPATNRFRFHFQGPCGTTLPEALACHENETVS
* hit, by the source's call. These rows are one share of the data. The share of hits here may be higher or lower than overall.

For CN1C(=O)c2cc(NC(=O)c3ccc(C(F)(F)F)cc3)ccc2OC[C@@H]2O[C@H](CC(=O)NCc3ccc4c(c3)OCO4)CC[C@@H]21 the results were C2C12 statin 35, DENV2 CPE rescue -15, PglD DTNB 1, ERp5 inh 9, S100A4 MyoIIA 6, E-selectin induc 0.4 and SIRT5 inh 14.
`O=C(CN1CCOCC1)N1CC[C@@H]2[C@@H](CO)Nc3ccc(-c4ccc(F)cc4)cc3[C@@H]21` gave C2C12 statin 18, DENV2 CPE rescue -3, PglD DTNB 1, ERp5 inh 3, S100A4 MyoIIA 0, E-selectin induc 0.3 and SIRT5 inh 1.
Screening CCCC#Cc1cnc2c(c1)C(=O)N([C@H](C)CO)C[C@@H](C)[C@H](CN(C)Cc1ccccc1F)O2 returned C2C12 statin 25, PglD DTNB -7, ERp5 inh 16, S100A4 MyoIIA 2 and SIRT5 inh 4.
Screening Cc1ccc(C(=O)O)cc1NC(=O)Nc1cccc2ccccc12 returned C2C12 statin -2, DENV2 CPE rescue -2, PglD DTNB 0, ERp5 inh 12, S100A4 MyoIIA -3, E-selectin induc 2.0 and SIRT5 inh -5.
For CC(=O)C1=C(C)NC(=O)NC1c1cccs1 (stereo not drawn) the results were C2C12 statin 2, DENV2 CPE rescue 1, PglD DTNB 3, ERp5 inh 1, S100A4 MyoIIA -7 and SIRT5 inh -1.
`CC1CCCCN1C(=O)Cn1cc(C=O)c2ccccc21` (stereo not drawn) gave DENV2 CPE rescue 1, ERp5 inh -1, S100A4 MyoIIA 2, E-selectin induc 0.0 and SIRT5 inh 1.
CC1(C)C2CC=C(/C=N/NC(=S)NCCc3ccccc3)C1C2 (stereo not drawn) was read as DENV2 CPE rescue 8, ERp5 inh 2, S100A4 MyoIIA -2, E-selectin induc -1.2 and SIRT5 inh -2.
For O=C(N[C@H]1CC[C@@H](CCn2cc(-c3cccnc3)nn2)O[C@H]1CO)c1ccccc1F the results were C2C12 statin 1, DENV2 CPE rescue 12, PglD DTNB 0, ERp5 inh -4, S100A4 MyoIIA 2, E-selectin induc -3.1 and SIRT5 inh -6.
For CCOC(=O)N1CCN(C(=O)C2CCN(S(=O)(=O)N3CCC4(CC3)OCCO4)CC2)CC1 the results were C2C12 statin -2, DENV2 CPE rescue -1, PglD DTNB -1, ERp5 inh -5, S100A4 MyoIIA 3 and SIRT5 inh -2.
OC(c1cccc(Cl)c1)c1nc(-c2ccc3c(c2)OCO3)cs1 (stereo not drawn) was read as C2C12 statin 15, DENV2 CPE rescue 2, PglD DTNB -3, ERp5 inh -8, S100A4 MyoIIA 3, E-selectin induc 1.7 and SIRT5 inh 0.
Screening C[C@@H]1CN([C@@H](C)CO)C(=O)c2cccc(NC(=O)C3CC3)c2O[C@H]1CN(C)S(=O)(=O)c1ccc(F)cc1 returned C2C12 statin -29, DENV2 CPE rescue -8, PglD DTNB 3, ERp5 inh 5, S100A4 MyoIIA -2, E-selectin induc 0.0 and SIRT5 inh 1.
`CCCCN(C)c1c(C)nc2ccc(C(=O)Nc3cc(-c4ccccc4)ccc3OC)cn12` gave C2C12 statin -2, DENV2 CPE rescue -4, PglD DTNB 4, ERp5 inh 2, S100A4 MyoIIA -8, E-selectin induc -0.2 and SIRT5 inh -2.

The list goes on; it opens with the two that closed the last part.
Screening C[C@@H]1CN([C@@H](C)CO)C(=O)c2cccc(NC(=O)C3CC3)c2O[C@H]1CN(C)S(=O)(=O)c1ccc(F)cc1 returned C2C12 statin -29, DENV2 CPE rescue -8, PglD DTNB 3, ERp5 inh 5, S100A4 MyoIIA -2, E-selectin induc 0.0 and SIRT5 inh 1.
`CCCCN(C)c1c(C)nc2ccc(C(=O)Nc3cc(-c4ccccc4)ccc3OC)cn12` gave C2C12 statin -2, DENV2 CPE rescue -4, PglD DTNB 4, ERp5 inh 2, S100A4 MyoIIA -8, E-selectin induc -0.2 and SIRT5 inh -2.
For Cc1noc(C)c1NC(=O)Nc1ccc2c(c1)CC(=O)N([C@@H](C)CO)C[C@H](C)[C@@H](CN(C)C(=O)NC(C)C)O2 the results were C2C12 statin -14, DENV2 CPE rescue -16, PglD DTNB -2 and E-selectin induc 1.7.
Screening Cc1ccc(C2CC(c3cccc(NS(C)(=O)=O)c3)=NN2S(C)(=O)=O)cc1 (stereo not drawn) returned DENV2 CPE rescue 2, PglD DTNB 6, ERp5 inh 7, S100A4 MyoIIA -8, E-selectin induc -0.1 and SIRT5 inh -2.
COc1ccccc1CCC(=O)OCC(=O)N1c2ccccc2NC(=O)C1(C)C was read as C2C12 statin 1, DENV2 CPE rescue -9, PglD DTNB 4, ERp5 inh 3, S100A4 MyoIIA -6, E-selectin induc -0.5 and SIRT5 inh -1.
CC1CCN(C(=O)CCC(=O)Nc2nnc(C3CCCCC3)s2)CC1 was read as C2C12 statin 2, DENV2 CPE rescue 5, PglD DTNB 0, ERp5 inh 3, S100A4 MyoIIA -2 and SIRT5 inh 2.
`O=C(COc1ccc(S(=O)(=O)N2CCOCC2)cc1)NCC1CCCO1` (stereo not drawn) gave C2C12 statin -2, DENV2 CPE rescue 12, PglD DTNB 0, ERp5 inh -3, S100A4 MyoIIA -1, E-selectin induc -0.1 and SIRT5 inh 2.
For C[C@H]1CN([C@@H](C)CO)C(=O)c2cc(C3=CCCCC3)cnc2O[C@@H]1CN(C)CC1CCOCC1 the results were C2C12 statin -6, DENV2 CPE rescue -1, PglD DTNB -4, ERp5 inh -4, S100A4 MyoIIA -6, E-selectin induc -0.1 and SIRT5 inh -4.
For NNC(=O)c1sccc1OCc1ccc(F)cc1 the results were DENV2 CPE rescue 2, ERp5 inh 1, S100A4 MyoIIA -5 and SIRT5 inh -3.
COCCn1c(CN2CCc3ccccc3C2)nc2c1c(=O)n(C)c(=O)n2C was read as DENV2 CPE rescue 1, ERp5 inh 2, S100A4 MyoIIA 28 and SIRT5 inh 3.
`Cn1cccc1CN1CCC[C@]2(N[C@H](c3ccccc3)[C@@H]3C(=O)N(Cc4ccccc4)C(=O)[C@@H]32)C1=O` gave C2C12 statin -4, DENV2 CPE rescue 41*, PglD DTNB 4, ERp5 inh -1, S100A4 MyoIIA -2, E-selectin induc 0.2 and SIRT5 inh 1.
CCCC(C(=O)NCc1ccco1)N(C(=O)CNS(=O)(=O)c1ccccc1)c1ccc(OC)cc1 (stereo not drawn) was read as C2C12 statin -6, DENV2 CPE rescue -1, PglD DTNB 2, ERp5 inh 5, S100A4 MyoIIA 1 and SIRT5 inh 1.
COC(=O)c1cc2c(c3c4ccccc4n(S(=O)(=O)c4ccc(OC)cc4)c13)C(=O)N(C)C2 was read as DENV2 CPE rescue 8, ERp5 inh 4, S100A4 MyoIIA 2 and E-selectin induc -0.1.
COc1cccc(C#Cc2ccc([C@H]3[C@H](CO)N4C(=O)CN(C(=O)C5CC5)C[C@@H]34)cc2)c1 was read as DENV2 CPE rescue 0, ERp5 inh 1, S100A4 MyoIIA 8, E-selectin induc 1.2 and SIRT5 inh 0.
`COc1cc2[nH]c(=O)n(CCCCCC(=O)NC3CCCC3)c(=O)c2cc1OC` gave C2C12 statin 20, DENV2 CPE rescue -4, PglD DTNB 5, ERp5 inh 2, S100A4 MyoIIA 0, E-selectin induc -0.1 and SIRT5 inh -9.
For C[C@H](CO)N1C[C@H](C)[C@@H](CN(C)Cc2ccccc2)Oc2c(NC(=O)c3cnccn3)cccc2C1=O the results were C2C12 statin 12, DENV2 CPE rescue -1, PglD DTNB 9, ERp5 inh 0, S100A4 MyoIIA -41, E-selectin induc -0.3 and SIRT5 inh 3.
Cc1ccc(C(=O)N/C(=C\c2cccc([N+](=O)[O-])c2)C(=O)Nc2cccc(C(=O)O)c2)cc1 was read as C2C12 statin -4, DENV2 CPE rescue 0, PglD DTNB -2, ERp5 inh 1, S100A4 MyoIIA -8, E-selectin induc 0.2 and SIRT5 inh -3.
For CCOC(=O)C1(C(=O)OCC)NC(=O)CC1C (stereo not drawn) the results were C2C12 statin -5, DENV2 CPE rescue 7, ERp5 inh 5, S100A4 MyoIIA -2 and E-selectin induc -0.1.
`O=C(O)CSc1ncnc2sc3c(c12)CCCC3` gave C2C12 statin 10, DENV2 CPE rescue 1, PglD DTNB 3, ERp5 inh -3, S100A4 MyoIIA 0, E-selectin induc 0.2 and SIRT5 inh -5.
Cc1nc2c(=O)n(-c3ccc(F)cc3F)nc(C)c2s1 was read as C2C12 statin -5, DENV2 CPE rescue -1, PglD DTNB 4, ERp5 inh -1, S100A4 MyoIIA -15 and SIRT5 inh 0.
Screening O=C(Nc1ccccc1F)N[C@@H]1CC[C@H](CCNC(=O)C2CC2)O[C@@H]1CO returned C2C12 statin 3, DENV2 CPE rescue -2, PglD DTNB 0, ERp5 inh -4, S100A4 MyoIIA -32, E-selectin induc 0.0 and SIRT5 inh -1.
CCC(C(=O)OC)n1c(-c2ccccc2)nc2ccccc2c1=O (stereo not drawn) was read as DENV2 CPE rescue 4, ERp5 inh -1, S100A4 MyoIIA -5 and SIRT5 inh -2.
C[C@H]1CN([C@@H](C)CO)C(=O)c2cc(/C=C/c3ccccc3)cnc2O[C@H]1CN(C)C(=O)c1ccncc1 was read as DENV2 CPE rescue 7, PglD DTNB -5, ERp5 inh -3, S100A4 MyoIIA 16, E-selectin induc 0.2 and SIRT5 inh -26.
Screening O=C(CCl)Nc1cn(-c2ccccc2)nc1-c1ccccc1 returned C2C12 statin -7, DENV2 CPE rescue 4, PglD DTNB -5, ERp5 inh 5, S100A4 MyoIIA -7 and SIRT5 inh -5.
Screening COc1ccc(S(=O)(=O)NCC2CCCN(Cc3ccccc3C)C2)cc1 (stereo not drawn) returned DENV2 CPE rescue -4, ERp5 inh 5, S100A4 MyoIIA -3 and SIRT5 inh -3.
For Clc1ccc(CN2CCC(c3ccccc3)CC2)cc1 the results were C2C12 statin 0, DENV2 CPE rescue inconclusive, PglD DTNB -3, ERp5 inh 1, S100A4 MyoIIA 0, E-selectin induc 0.1 and SIRT5 inh 5.
O=C(CN1CCN(C(=O)C2CCCO2)CC1)Nc1cc(C(F)(F)F)ccc1Cl (stereo not drawn) was read as C2C12 statin -5, DENV2 CPE rescue -2, PglD DTNB 5, ERp5 inh 7, S100A4 MyoIIA -10, E-selectin induc 0.1 and SIRT5 inh -2.
O=C(COc1cccc2c1CCN(Cc1ccc(Cl)cc1)C2=O)N1CCOCC1 was read as DENV2 CPE rescue 0, ERp5 inh 2, S100A4 MyoIIA -3 and SIRT5 inh -1.
COc1ccc(Nc2oc(-c3ccco3)nc2S(=O)(=O)c2ccc(F)cc2)cc1 was read as C2C12 statin 5, DENV2 CPE rescue 2, PglD DTNB 5, ERp5 inh 7, S100A4 MyoIIA -6, E-selectin induc 0.1 and SIRT5 inh -4.
Screening Cc1ccccc1C(=O)NC1CCN(CC(=O)Nc2ccc3c(c2)OCCO3)CC1 returned DENV2 CPE rescue 4, ERp5 inh 4, S100A4 MyoIIA -3 and SIRT5 inh -1.
For CCC(=O)N(C)C[C@@H]1Oc2ncc(C#Cc3ccccc3OC)cc2C(=O)N([C@H](C)CO)C[C@@H]1C the results were C2C12 statin 19, DENV2 CPE rescue -3, PglD DTNB 1, ERp5 inh -4, S100A4 MyoIIA 4, E-selectin induc 0.0 and SIRT5 inh 4.
Screening O=C(c1sc2cc(F)ccc2c1Cl)N1CCN(c2ccccc2)CC1 returned DENV2 CPE rescue 5, ERp5 inh -3, S100A4 MyoIIA 0 and SIRT5 inh -4.
For CCOc1ccc(C(C(=O)NC2CCCCC2)N(C(=O)c2ccccn2)c2cccnc2)cc1 (stereo not drawn) the results were DENV2 CPE rescue -4, ERp5 inh 1, S100A4 MyoIIA -3 and SIRT5 inh -2.
